ALOX12 inh = Primary qHTS assay for inhibitors of human arachidonate 12S-lipoxygenase (ALOX12): Round 2; Potency, µM (titrated, usually from 108 µM), inactives show at the highest dose activity change, negative = inhibition, most hits filed as inhibitors; 1.1% of 580,000 active; Polyunsaturated fatty acid lipoxygenase ALOX12 (Homo sapiens), P18054; purified 12hLO, xylenol orange hydroperoxide absorbance; active means well fitted inhibition curve with a large enough effect; inconclusive means small, poorly fitted or top-dose-only effect, or another doubt; inactive means no such curve, though single readings can be large or run the other way
Target sequence (P18054 whole entry, looked up): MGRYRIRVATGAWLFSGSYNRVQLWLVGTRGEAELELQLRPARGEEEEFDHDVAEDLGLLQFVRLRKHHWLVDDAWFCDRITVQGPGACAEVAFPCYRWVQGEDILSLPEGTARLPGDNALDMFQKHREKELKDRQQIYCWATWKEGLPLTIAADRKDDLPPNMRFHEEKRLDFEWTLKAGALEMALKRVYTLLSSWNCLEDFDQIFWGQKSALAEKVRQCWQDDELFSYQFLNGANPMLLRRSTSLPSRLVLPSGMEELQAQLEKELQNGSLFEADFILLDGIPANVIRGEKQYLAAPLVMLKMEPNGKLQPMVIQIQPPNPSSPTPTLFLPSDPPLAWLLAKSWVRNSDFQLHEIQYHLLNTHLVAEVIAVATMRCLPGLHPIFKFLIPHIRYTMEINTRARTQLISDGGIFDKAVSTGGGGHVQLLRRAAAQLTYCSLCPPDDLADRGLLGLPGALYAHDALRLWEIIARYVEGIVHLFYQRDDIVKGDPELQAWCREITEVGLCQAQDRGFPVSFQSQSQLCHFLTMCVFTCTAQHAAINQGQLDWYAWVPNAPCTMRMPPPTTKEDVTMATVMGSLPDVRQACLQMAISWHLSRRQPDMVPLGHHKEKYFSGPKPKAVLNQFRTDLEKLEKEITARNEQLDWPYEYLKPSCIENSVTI
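Purified human 12hLO (150 nM final) in 25 mM Hepes, 0.01% Triton X-100, pH 7.0 was preincubated 15 min at room temperature with compound. Then 40 uM arachidonic acid was added, 30 min. Hydroperoxide was read by Fe-XO absorbance ratio 573/405 nm.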
The depositor's hits bear a star; u = inconclusive; [ ] = dose if it differs, or a comment. On the % scale 0 is the no-effect control and ±100 the full control effect; potency means the concentration at half of the fitted maximal effect. A portion of the library, so the mix of outcomes need not match the whole.

SMILES	ALOX12 inh
COc1ccc(F)cc1S(=O)(=O)N1CCC(CC(=O)NCc2ccccc2)C1 (stereo not given)	36.5%[activator]
O=C(Nc1ccc(C23CC4CC(CC(C4)C2)C3)cc1)c1cccc(Cl)c1	u
O=C(NC1CCC1)c1ccc(C#CC2CC2)c[n+]1[O-]	0.0%
CCN1c2cc(C(=O)Nc3ccc(Cl)cc3)ccc2C(=O)N2CCCCCC21 (stereo not given)	9.1%
COc1cccc(CNC(=O)Cn2nc3n(c2=O)CCCC3)c1OC	56.8%[activator]
Cn1cc(CCCNS(=O)(=O)c2cccc(C(=O)N3CCCC3)c2)cn1	u
COc1ccc(CNC(=O)[C@@H]2C[C@@H](c3ccc(F)cc3)N(Cc3ccccc3)C2)cc1OC	1.0%
CCc1ccccc1NC(=O)CNC(=O)c1cc2ccc(F)cc2nc1C	-66.0%
CCN(CC(=O)NC(C)(C)C)C(=O)NCc1cccc(C(F)(F)F)c1	u
O=C(COC(=O)CCNS(=O)(=O)c1ccc(F)c(Cl)c1)Nc1ccc(Cl)cc1Cl	u
O=C(CCc1ccco1)Nc1ccc(N2CCOCC2)cn1	-37.3%
Cc1ccc(NC(=O)CCNC(=O)c2ccccc2)cc1S(=O)(=O)N1CCCCC1	2.3%
COc1ccc(CN2CCOc3ccc(CN4CCC(Oc5cccnc5)CC4)cc3C2)cc1	-2.0%
CC(C)(C)C(=O)NCCCC(=O)NCc1ccccc1	-29.7%
Cn1cnc2c1c(=O)n(CC(=O)N1CCC1)c(=O)n2C	-4.4%
Cc1cccc(C(C)C)c1NC(=O)C(C)OC(=O)C1=CN2CCS(=O)(=O)N=C2C=C1 (stereo not given)	-18.4%
CCc1cccc2c(C(CC(=O)NCCc3ccccc3)c3ccc(OC)c(OC)c3)c[nH]c12 (stereo not given)	3.4%
Cn1cnc(S(=O)(=O)N2CCC3(CC2)CC(OCC2CC2)CCO3)c1 (stereo not given)	51.2%[activator]
CNC(=O)[C@@H]1C[C@H](Sc2nc3ccccc3[nH]2)CN1Cc1ccccc1C(F)(F)F	u
CCC(C)NC(=O)c1ccc(Cl)cc1-n1cnnn1 (stereo not given)	3.9%
O=C(c1ccc(OCc2cn3ccccc3n2)cc1)N1CCN(c2ccccn2)CC1	15.6%
COc1ccc(CN(C)CC(O)COc2ccccc2)c(OC)c1OC (stereo not given)	-8.6%
COc1ccc(NC(=O)CN2C(=O)NC3(CCC(C(C)(C)C)CC3)C2=O)cc1OC (stereo not given)	3.0%
CCc1cc(=O)n(CC(=O)Nc2ccccc2)c(-c2ccccc2)n1	-6.4%
O=C(NCc1ccc(OCC(F)(F)F)cc1)c1cnc2ccccc2n1	-51.0%
Cc1nc([C@@H]2CN(S(=O)(=O)c3ccc(C#N)cc3)C[C@H]2C(N)=O)n[nH]1	u
O=C(c1ccc(F)cc1)c1ccc(OCc2ccc(-c3ccccc3)cc2)cc1	-1.3%
O=C(Cc1cccnc1)N1CCC(N2C(=O)C3(CCCCC3)C2c2ccccc2)CC1 (stereo not given)	36.3%[activator]
CC(=O)NCC(=O)N1Cc2ccccc2CC2(CCCCN2CC2CCNC2)C1 (stereo not given)	-15.7%[6.33 µM]
O=C(O)CCCC(=O)NCCN1CCCC1	u
CNC(=O)[C@@H]1CN(C(=O)Cn2c(=O)oc3ccccc32)C[C@H]1COC	32.6%[activator]
CCOc1ccccc1C(=O)N[C@@H]1CN(Cc2cccnc2)C[C@H]1CN(C)C	18.2%
CC(C)C(=O)Nc1cccc(C2CN3CCSC3=N2)c1 (stereo not given)	-5.8%[22.9 µM]
CCc1nccn1CC(=O)NC(C)c1cnn(-c2ccccc2C)c1C (stereo not given)	35.4%[activator]
COc1ccc(/C=C2\Oc3cc(OC(=O)C(C)(C)C)ccc3C2=O)cc1	-22.4%
CCc1ocnc1C(=O)N1CCCC(c2[nH]ncc2-c2ccc(F)cc2)C1 (stereo not given)	15.6%
Nc1nc(NCC2CCC(CNS(=O)(=O)c3cccc4ccccc34)CC2)nc2ccccc12 (stereo not given)	u
CN1c2cc(C(=O)NCc3cccc(Cl)c3)ccc2C(=O)N2CCCCCC21 (stereo not given)	22.7%
O=C(N[C@H]1CCN2C(=O)c3cc(-c4cccs4)ccc3NC(=O)[C@H]12)c1cccc(F)c1	u
Cc1noc(-c2ccc(OC3CN(C(=O)C(C)Oc4ccccc4)C3)cc2)n1 (stereo not given)	33.9%[activator]
Cc1cc(C)c(NC(=O)CSc2nnc3[nH]c(=O)cc(-c4ccccc4)n23)c(C)c1	u
CC(=O)NC1(C)CCCN(Cc2cccc(-c3ccc4c(ccn4C)c3)c2)C1 (stereo not given)	35.5µM*
O=[S+]([O-])(c1ccncc1)c1nnn2c1nc(N1CCC(F)CC1)c1ccccc12	-0.1%[6.33 µM]
O=S(=O)(Nc1nc2ccccc2nc1Nc1ccc2c(c1)OCO2)c1ccc(Cl)cc1	-8.5%
CC[C@H]1CN(S(=O)(=O)c2ccc(OC)cc2)CC[C@H]1CC(=O)NCc1ccc(OC)cc1	5.4%
COc1ccc(CN2CCC3(CC2)CNC(=O)c2ccccc2O3)cc1	9.2%[6.33 µM]
COc1ccc(-c2ccc3nnc(CNC(=O)c4cccc(NC(C)=O)c4)n3n2)cc1	u
Fc1ccccc1CC1CCN(CC2[C@H]3CNC[C@@H]23)CC1 (stereo not given in full)	-20.9%
CCN(CC)CCNC(=O)c1ccc(CN)cc1	u
CCCNC1(Cc2cc(-c3ccc(F)cc3)on2)COC1	22.1%[176 µM]
O=C1COc2ccc(-c3ccsc3)nc2CN1Cc1ccccc1	u
COc1ccc(N2C(=O)c3cc4occc4n3CC2(C)C(=O)NC2CCCCCC2)cc1OC (stereo not given)	u
CCOc1ccc(CN2CCc3nn(C)c(=O)n3CC2)cc1OC	46.1%[activator]
O=C(c1ccc(C(F)(F)F)cc1)N1CCC2(C1)C(=NC1CCCCC1)NC(=O)N2c1cc(F)cc(F)c1 (stereo not given)	u
OCC1CN(Cc2ccccc2)CC12CCN(Cc1ccncc1)CC2 (stereo not given)	101.8%[activator]
CCOC(=O)N1CCN(C(C(=O)NC2CCCC2)c2cccc(OC)c2OC)CC1 (stereo not given)	-4.9%
CN(C)[S+](=O)([O-])c1ccc2c(c1)OCCN(Cc1cccs1)C2	-28.6%[176 µM]
CN(CC1CCOCC1)C(=O)Nc1ccc(C(F)(F)F)cc1	-5.6%
O=C(O)CCc1cc2n(n1)CCN(C(=O)Cc1ccncc1)C2	14.5%
CCc1ccc2oc(C(=O)Nc3nc(C)c(C(=O)OCC(C)C)s3)cc(=O)c2c1	-1.5%

The list continues:
SMILES	ALOX12 inh
CCOC(=O)c1ccc(N2C(=O)[C@@H]3Cc4nc[nH]c4CN3C2=O)cc1	24.0%[176 µM]
CCCCCCCCCCSc1ccc(C(C)=O)cc1	40.2%[activator]
Cc1cccc(C(=O)N2CCC3(CC2)NC(=O)N(Cc2ccccc2)C3=O)c1	15.1%
CCOCCn1c(SCC(=O)OCC)nc2c1c(=O)[nH]c(=O)n2C	u
O=C(Nc1ccc(-c2nc3ccccc3o2)c(O)c1)c1ccccc1I	0.5%
COc1ccccc1OCC(=O)Nc1ccc(-c2nc3ccccc3o2)cc1	u
COc1ccc(C2c3c(n[nH]c3C)Nc3[nH]c(=O)[nH]c(=O)c32)c(OC)c1 (stereo not given)	-6.5%
CC(=O)Nc1ccc(NC(=O)CCNc2c(-c3ccc(F)cc3)nc3cnccn23)cc1	-11.3%
CN(C)c1cccc(C(=O)OCc2ccc(C#N)cc2)c1	u
CC(C)c1nc2c(c(-c3ccc(O)cc3)n1)CN(Cc1ccc(C(F)(F)F)cc1)CC2	-12.4%
CCCn1c(=O)[nH]c(=O)c2c3c(cnc21)C(=O)CC(c1ccccc1)C3 (stereo not given)	15.8%
CCOc1cc(C)c(S(=O)(=O)Nc2ccccc2OCC)cc1C	-43.5%
COC(=O)c1cc2c(c3c4ccccc4n(S(=O)(=O)c4ccccc4)c13)C(=O)N(C)C2	u
O=C([C@H]1C[C@H](Oc2ccccc2)CN1C(=O)NC1CCCCC1)N1CCOCC1	27.3%
O=C(Nc1c[nH]ccc1=O)c1cc(-c2ccccc2)nc2ccccc12	-18.2%
Cc1ccc(N/N=C/c2ccc(F)c(F)c2)cc1	u
COc1ccc(Oc2ncc3nc(-c4ccc(Cl)cc4)c(=O)n(CCC#N)c3n2)cc1	u
O=[S+]([O-])(c1cccc(C(F)(F)F)c1)N1CCCC2(CC(c3ccccn3)=NO2)C1 (stereo not given)	7.3%[6.33 µM]
COCCCn1c(C)cnc1CC1CCN(C(=O)c2ccc(OC)cc2OC)CC1	37.7%
CCCCOC(=O)COc1ccc2c(=O)c(Oc3ccc(CC)cc3)c(C(F)(F)F)oc2c1	-25.8%
COc1ccccc1C(=O)N1C[C@@H]2CCCN3CCC[C@@H]([C@H]23)[C@H]1CCCC(=O)N1CCOCC1	17.4%
O=C(CCc1ncc(-c2ccccc2F)o1)Nc1ccncc1	13.5%
CCc1[nH]c2ccc(C(=O)O)cc2c1C	-2.1%
Cc1cc(OCC(=O)Nc2ccc3oc(-c4cccnc4)nc3c2)cc(C)c1Cl	15.3%
CCN1CCN(CCCN2CC3(CCN(C(=O)CN)CC3)OC2=O)CC1	12.8%
N#CC1=C(N)Oc2c(c(=O)[nH]c3ccccc23)C1c1cccc(Cl)c1 (stereo not given)	u
CCc1ccc(-c2cc(C(F)(F)F)on2)cc1S(=O)(=O)Nc1cc(OC)ccc1OC	-23.6%
CC(Sc1ccccc1Cl)C(=O)NC1(C#N)CCSC1 (stereo not given)	-6.5%
OC(CCl)CCl	-19.4%
O=C1CN(S(=O)(=O)c2ccccc2)C[C@H]2[C@H](c3ccc(Br)cc3)[C@H](CO)N12	u

Compounds above that have a thiophene ring, fused or not (3):
SMILES	ALOX12 inh
O=C(N[C@H]1CCN2C(=O)c3cc(-c4cccs4)ccc3NC(=O)[C@H]12)c1cccc(F)c1	u
O=C1COc2ccc(-c3ccsc3)nc2CN1Cc1ccccc1	u
CN(C)[S+](=O)([O-])c1ccc2c(c1)OCCN(Cc1cccs1)C2	-28.6%[176 µM]

Following part:
SMILES	ALOX12 inh
Cc1noc(C)c1S(=O)(=O)N1CCc2nn(C)c(=O)n2CC1	58.0%[activator]
Cc1nc(-c2c3n(c(=O)n(CC(=O)Nc4ccc(Cl)cc4)c2=O)CCCC3)no1	11.7%
O=C(NC1CCCCC1)O[C@H]1CC[C@@]23CCCN2C(=O)CCC[C@H]3[C@H]1Cc1ccccc1	-3.3%
COc1cccc(C(=O)N2C[C@@H](F)C[C@H]2C(=O)N2CCOCC2)c1	38.8%[activator]
COCCn1ncc(N2CCC(C(=O)N3CCN(CC(=O)Nc4ccc(C)cc4)CC3)C2)cc1=O (stereo not given)	25.1%
CC(C)Cc1ccc(S(=O)(=O)N(C)CC2CCOC2)cc1 (stereo not given)	-4.9%
CSc1nn(CCN(C)C)c2nc3sc4c(c3c(=O)n12)CCCCC4	-7.4%
CCN(CC)Cc1ccc2c(c1)CN(C(=O)COc1ccc(C)cc1)CCO2	-1.7%
Brc1ccc(Oc2ncnc3c2oc2ccccc23)cc1	33.0%
N#Cc1ccc(NC(=O)NCCNc2ccccn2)cc1	25.5%
CCCn1c(-n2nc(C)cc2C)nc2c1c(=O)n(CC(=O)OC)c(=O)n2C	11.9%
CCN(CC)CCCNC(=O)C1CCN(c2ncnc3nc[nH]c23)CC1	-5.6%
O=C(Nc1ccccc1)N1CCn2c(nn(-c3ccc([N+](=O)[O-])cc3)c2=O)C1	7.1%
Cc1c(C)c2ccc(OCc3nn[nH]n3)cc2oc1=O	u
CC(NC(=O)C1CCCN(c2cnc3nccnc3c2)C1)c1ccccn1 (stereo not given)	-13.8%

Looked up by structure from above:
SMILES	ALOX12 inh
Cc1noc(C)c1S(=O)(=O)N1CCc2nn(C)c(=O)n2CC1	58.0%[activator]
CC(C)Cc1ccc(S(=O)(=O)N(C)CC2CCOC2)cc1 (stereo not given)	-4.9%
O=C(NC1CCCCC1)O[C@H]1CC[C@@]23CCCN2C(=O)CCC[C@H]3[C@H]1Cc1ccccc1	-3.3%
CC(NC(=O)C1CCCN(c2cnc3nccnc3c2)C1)c1ccccn1 (stereo not given)	-13.8%
N#Cc1ccc(NC(=O)NCCNc2ccccn2)cc1	25.5%
CCN(CC)Cc1ccc2c(c1)CN(C(=O)COc1ccc(C)cc1)CCO2	-1.7%
CCCn1c(-n2nc(C)cc2C)nc2c1c(=O)n(CC(=O)OC)c(=O)n2C	11.9%

Further entries
SMILES	ALOX12 inh
O=C([C@@H]1C[C@H](Oc2ccccc2)CN1C(=O)c1cccnc1)N1CCCC1	17.8%
CCOCCCNC(=O)NCC1Cn2cccc2CN1Cc1ccccc1 (stereo not given)	152.7%[activator]
Cn1nc2n(c1=O)CCN(S(=O)(=O)c1ccc(C#N)cc1)CC2	3.0%
COc1ccc(C2C3=C(CCCC3=O)OC3=C2C(=O)CCC3)cc1OC	1.6%
Cc1ccc(O)c(CN2CCCC(c3nc(CC(C)C)no3)C2)c1 (stereo not given)	83.5%[activator]
O=C(NCC1Cn2cccc2C(=O)N1Cc1ccccc1)c1ccco1 (stereo not given)	14.9%
CCCCCc1ccc(-c2ccc(C3CCC(CCC)CC3)c(F)c2)nc1 (stereo not given)	-9.1%
CC(C)N1C(=O)C(CC(=O)O)=C2CCCCC21 (stereo not given)	0.4%
C=C1C(=O)[C@@]23C(CC[C@@H]1[C@H]2O)[C@@]12CO[C@]3(O)[C@@H](O)[C@@H]1C(C)(C)CC[C@@H]2O (stereo not given in full)	u
O=C(c1ccc2c(c1)OCO2)N(Cc1ccco1)C1(C(=O)NC2CCCC2)CCCCC1	-17.6%
COC(=O)[C@H](Cc1ccccc1)NC(=O)Nc1ccc2oc(-c3cccnc3)nc2c1	u
COCc1ccc2c(c1)c(OC(C)(C)C(N)=O)nn2Cc1cccc(OC)c1	1.7%[176 µM]

Screens deposited in PubChem BioAssay by National Center for Advancing Translational Sciences (NCATS).
